MRP reversal = compounds reversing MRP-mediated drug resistance; H69AR cells + 2 uM doxorubicin, CellTiter-Glo, 72 h; differential viability (reversal), % at 10 µM; actives 0.04% (n = 85,000); AID 602;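 active means viability drop by adding the cancer drug above about 55%, with treated viability meeting a 40% cutoff, limit read from the data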;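 further: viability without doxorubicin minus viability with 2 µM doxorubicin for each compound; larger differential means the compound sensitizes cells more to doxorubicin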
IL1B NFkB pot = enhances IL-1B driven NFkB nuclear translocation; AID 819; activation, % at 2 µM; HUVEC IL-1B NFkB p65 nuclear translocation imaging; actives 0.3% (n = 94,000);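 active means activation above 40%, about the mean plus 3 SD, also judged a hit on visual image review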;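 further: percent activation is computed from the nuclear over cytoplasmic p65 intensity ratio; values of inactives mirror those of a sister screen read the other way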
Bcl-B TR3 displacers = displacers of TR3 peptide from Bcl-B, primary screen, selectivity assay for Bfl-1 inhibitor project, biochemical, fluorescence polarization; FP displacement of FITC-TR3 peptide from Bcl-B; higher % means a stronger effect; actives 0.11% (n = 96,000); AID 748; displacement, % at 20 µM; hits with a dose series show IC50 in µM;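 active means displacement above 50% at 20 µM plus a fluorescence interference ratio under 1.5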;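 further: plate controls were wells without compound for no effect and wells lacking Bcl-B protein for full effect; a part of the inactive calls stands beside numbers as strong as those of hits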
PLAP inhibitors HTS = PLAP enzyme inhibitors, biochemical, luminescence, HTS (AID 690); purified PLAP, luminescent substrate; higher % means a stronger effect; actives 0.08% (n = 96,000); one-dose inhibition, % at 20 µM; IC50 in µM for titrated hits; in the data active means a potency from the dose series; inactive means the rest, 99 in 100 with inhibition below about 30%; further: strong numbers were not always called active
IL1B NFkB inh = blocks IL-1B driven NFkB nuclear translocation in HUVEC cells | inhibition, % at 2 µM | AID 796 | actives 0.43% (n = 94,000) | HUVEC IL-1B NFkB p65 nuclear translocation imaging;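 active means inhibition above about 30% together with a positive call from visual inspection of the well image, limit read from the data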;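 further: nuclear over cytoplasmic p65 intensity ratio measured by imaging; 0% = IL-1B stimulated DMSO wells and 100% = unstimulated DMSO wells; values of inactives mirror those of a sister screen read the other way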
MRP reversal cytotoxicity = recorded beside MRP reversal, whose call it bears; viability, %; H69AR cells, CellTiter-Glo, 72 h; measured here: cytotoxicity without doxorubicin
MRP reversal with doxorubicin = recorded beside MRP reversal, whose call it bears; viability, %; measured here: viability with 2 uM doxorubicin; hits give low values
IL1B NFkB inh cell count 2 µM = further read-out of IL1B NFkB inh, marked with its call; cell count; measured here: cells passing quality filter;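 raw number of nuclei counted in each imaged well without normalization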
IL1B NFkB pot cell count 2 µM = second read-out of IL1B NFkB pot, no call of its own (marks repeat the call); cell count; measured here: cells passing quality filter
Active calls of the source: *; . = not tested or not shown. An excerpt; count on the stated rates, not on these rows.

SMILES	MRP reversal	MRP reversal cytotoxicity	MRP reversal with doxorubicin	IL1B NFkB pot	IL1B NFkB pot cell count 2 µM	Bcl-B TR3 displacers	PLAP inhibitors HTS	IL1B NFkB inh	IL1B NFkB inh cell count 2 µM
CCCc1cc(=O)n2[nH]c(-c3cc(OC)c(OC)c(OC)c3)nc2n1	-2	83	86	-5	154	6%	-24%	5	154
CCOC(=O)n1c(=O)n(Cc2c(Cl)cccc2Cl)c2ccccc21	.	.	.	-5	113	1%	4%	6	113
O=C(O)CC(C(=O)NC1CCCCC1)C1CCCO1 (configuration not stated)	5	94	89	11	108	7%	-15%	-11	108
CCCCn1c(C(C)NC(=O)COC)nc2ccccc21 (configuration not stated)	.	.	.	27	176	.	.	-27	176
CN1C(=O)C(O)(CC(=O)c2cccnc2)c2ccccc21 (configuration not stated)	.	.	.	12	183	.	.	-12	183
O=S(=O)(NCCOc1ccccc1Cl)c1ccc2oc3ccccc3c2c1	.	.	.	-9	167	.	.	9	167
COc1cc2[nH]c(=O)n(CCCC(=O)NCCc3ccccc3)c(=O)c2cc1OC	-8	85	93	8	129	21%	0%	-8	129
COC(=O)c1c(NC(=O)COC(=O)Cn2cnc3ccccc32)sc(C)c1C	-1	91	92	3	102	0%	-4%	-3	102
COc1ccc2nc3c(cc2c1)c(NC(=O)C1CCCO1)nn3CC(C)C (configuration not stated)	-13	70	83	-6	180	9%	-47%	6	180
CCOc1cc(CNc2ccccc2)cc(Br)c1OCC(=O)NC(C)(C)C	.	.	.	5	116	6%	-4%	-5	116
COc1cc2c(cc1OC)CN(Cc1ccc(OC)c(C)c1OC)CC2	.	.	.	.	.	-1%	-49%	.	.
O=C(N1CCNCC1)N1CCOCC1	-1	98	99	8	79	0%	6%	-8	79
Cc1ccc(C(=O)Cn2nnc(-c3ccccc3-n3cnnn3)n2)cc1	.	.	.	27	80	-3%	-5%	-27	80
CN(C)c1ccc(/C=N/NC(=O)CN(c2ccccc2Cl)S(C)(=O)=O)cc1Br	.	.	.	-10	169	-2%	-48%	10	169
O=C(O)c1cnc(-c2ccccc2)nc1Sc1ccccc1Cl	.	.	.	0	134	4%	4%	0	134
Cc1cc2oc3c(c(=O)c2cc1C)C(c1cccc(Br)c1)N(Cc1ccco1)C3=O (configuration not stated)	-8	4	12	-2	75	-5%	-35%	2	75
Cc1cc(N2CCCC2)n2nc(C)c(-c3ccccc3)c2n1	0	86	87	.	.	-6%	-41%	.	.
C=CCn1c(COc2ccccc2C)nnc1SCC(=O)O	2	97	95	19	149	.	.	-19	149
O=c1c(=O)n(O)c2ccccc2n1O	-4	88	92	33	90	18%	-11%	-33	90
COCCCNC(=O)Cn1nc(-c2ccccc2OC)ccc1=O	13	107	94	5	170	-7%	-6%	-5	170
COc1ccc(C(c2nnnn2CCc2ccccc2)N2CCN(C)CC2)cc1OC (configuration not stated)	10	95	85	.	.	-4%	-44%	.	.
Cc1ccc(CSC2=Nc3ccccc3C3=NC(CCC(=O)NCc4ccco4)C(=O)N23)cc1 (configuration not stated)	-4	82	86	3	129	3%	-43%	-3	129
CCCCCCC(=O)N(O)C1CC(=O)N(Cc2ccccc2)C1=O (configuration not stated)	-5	83	88	-6	158	-5%	0%	6	158
COc1ccccc1-n1cnnc1SCc1csc(-c2ccccc2)n1	12	89	77	6	182	-12%	0%	-6	182
O=C(O)C1C2C=CC(C2)C1C(=O)N1CCN(C/C=C/c2ccccc2)CC1 (configuration not stated)	-16	82	97	11	174	-4%	0%	-11	174
(list continues)
SMILES	MRP reversal	MRP reversal cytotoxicity	MRP reversal with doxorubicin	IL1B NFkB pot	IL1B NFkB pot cell count 2 µM	Bcl-B TR3 displacers	PLAP inhibitors HTS	IL1B NFkB inh	IL1B NFkB inh cell count 2 µM
COc1ccc2c(c1)[nH]c1c(N3CCN(Cc4ccc5c(c4)OCO5)CC3)ncnc12	.	.	.	-15	92	-18%	-92%	15	92
CCOC(=O)CSc1nc(N)nc(C)c1Br	4	95	91	.	.	-5%	1%	.	.
c1csc(-c2nn[nH]n2)c1	-1	88	90	-8	119	-2%	16%	8	119
c1ccc(C(c2ccccc2)N2CCN(Cc3nnnn3C3CCCC3)CC2)cc1	15	87	72	5	112	-10%	-56%	-5	112
COC(=O)c1nnn(-c2nonc2N)c1CSc1ccc(Cl)cc1	12	102	90	-6	185	-7%	-7%	6	185
COC(=O)c1ccc(C(=O)OC)c(NC(=O)CSCc2ccccc2Br)c1	.	.	.	2	117	-4%	15%	-2	117
COCCN1Cc2cccc(C(=O)Nc3ccccc3OC)c2C1=O	-5	97	102	.	.	-1%	10%	.	.
CCC1CCCCN1Cc1nc2c(c(=O)n(C)c(=O)n2C)n1CCCc1ccccc1 (configuration not stated)	10	96	86	.	.	0%	-44%	.	.
O=C(O)CC/C(=N\Nc1ccc(S(=O)(=O)N2CCCC2)cc1[N+](=O)[O-])c1cccs1	.	.	.	4	165	4%	-20%	-4	165
O=C(O)C1C2C=CC(C2)C1C(=O)N1CCOCC1 (configuration not stated)	-2	96	98	.	.	2%	23%	.	.
O=S(=O)(c1cc(F)cc(F)c1)N1CCN(c2ncccn2)CC1	-2	93	95	5	122	4%	4%	-5	122
CCOC(=O)CNC(=O)Nc1cccc(Cl)c1C	-9	84	92	10	140	0%	17%	-10	140
O=C(CN1C2CCC1CC(NC(=O)Nc1ccccc1)C2)NCc1ccco1 (configuration not stated)	6	98	92	8	182	6%	-53%	-8	182
CCCCCCN1C2=NCCN2c2ccccc21	7	87	81	-5	114	-9%	14%	4	114
CCOC(=O)c1sc(N)c(C(=O)OCC)c1COC(=O)C1CC(=O)N(Cc2ccco2)C1 (configuration not stated)	10	54	44	21	49	-13%	6%	-21	49
CCCC1CCc2c(sc(N)c2C(N)=O)C1 (configuration not stated)	-8	96	104	2	146	-66%	-47%	-2	146
c1ccc(CC2CCN(C(c3cccs3)c3nnnn3C3CCCC3)CC2)cc1 (configuration not stated)	6	74	68	-4	156	-52%	-19%	4	156
CCCCc1c(C(=O)O)cc(OC)cc1C(=O)O	-15	90	105	.	.	-5%	12%	.	.
CC(=O)Nc1ccc(OCC(=O)c2ccc(C)cc2C)cc1	-6	92	98	28	117	-1%	-66%	-28	117
Cc1cc(C(F)(F)F)nn1CCCNC(=O)c1cnccn1	12	94	82	.	.	-8%	12%	.	.
c1nc(COc2nsnc2N2CCOCC2)cs1	6	96	91	-5	193	9%	-18%	5	193
CC(C)c1ccc(NC(=O)CCN2C(=O)c3ccc([N+](=O)[O-])cc3C2=O)cc1	.	.	.	6	183	-5%	-1%	-6	183
CCOC(=O)/C(C#N)=C1/SC(C)C(=O)N1c1ccc(Br)cc1 (configuration not stated)	7	90	83	17	149	0%	-29%	-17	149
O=C(Nc1cccc2cccnc12)c1cccc(N2C(=O)CCC2=O)c1	3	93	90	.	.	-3%	-5%	.	.
O=C(CCCSc1nc2ccccc2s1)Nc1nccs1	-28	65	93	26	152	-17%	12%	-26	152
The list goes on.
SMILES	MRP reversal	MRP reversal cytotoxicity	MRP reversal with doxorubicin	IL1B NFkB pot	IL1B NFkB pot cell count 2 µM	Bcl-B TR3 displacers	PLAP inhibitors HTS	IL1B NFkB inh	IL1B NFkB inh cell count 2 µM
Cc1cccc(NC(=S)NNC(=O)CCn2nc(C)c([N+](=O)[O-])c2C)c1	1	84	83	3	94	.	.	-3	94
CS(=O)(=O)N1CCC(C(=O)Nc2ccc3c(c2)OCO3)CC1	7	101	94	13	132	-3%	-14%	-13	132
CCOC(=O)C1CCN(C(=O)Nc2ccccc2Cl)CC1	3	96	93	.	.	8%	-7%	.	.
CC(C)c1ccc(Oc2cccc(C(=O)/C(C#N)=C/N(C)C)c2)cc1	18	97	78	5	188	-33%	-55%	-5	188
Cc1ccc(C(=O)Nc2c(C)n(C)n(-c3ccccc3)c2=O)cc1S(=O)(=O)N1CCOCC1	-4	89	93	5	110	4%	-1%	-5	110
CN1CCN(CCC(=O)Nc2ccc3c(c2)OCO3)CC1	-5	96	101	16	112	.	.	-16	112
c1ccc(Sc2cnc3ccccc3n2)cc1	13	101	88	-6	50	0%	-22%	6	50
CCOC(=O)c1c(C)oc2c(F)c(F)c(F)c(F)c2c1=O	.	.	.	0	213	0%	5%	0	213
c1ccc(CNc2nc3ccccc3n2CCN2CCOCC2)nc1	-9	77	86	4	107	2%	-4%	-4	107
COc1cccc(/C(O)=C2/C(=O)C(=O)N(c3cc(C)on3)C2c2cccs2)c1 (configuration not stated)	3	96	93	19	206	0%	-5%	-19	206
COc1ccc(N=C2NC(=O)S/C2=C\c2ccc(N(C)C)cc2)cc1	2	74	71	3	82	-233%	13%	-3	82
CO[C@@H]1O[C@@H]2COC(c3ccccc3)O[C@@H]2[C@@H](OC)[C@@H]1O (some centres not stated)	2	103	100	-4	74	.	.	4	74
O=C1CCC(C(=O)Nc2cccc(C(F)(F)F)c2)N1 (configuration not stated)	5	110	105	2	127	-17%	1%	-2	127
CCOc1ccc(-c2nn[nH]n2)cc1OCC	13	99	86	-7	86	.	.	7	86
CCOC(=O)Cn1c(=S)[nH]c2c(oc3ccc(Cl)cc32)c1=O	2	98	95	7	190	-5%	-4%	-7	190
C=CCNC(=S)NNC(=O)C(CCC(C)C)CC(C)O (configuration not stated)	10	98	88	-11	189	5%	-170%	11	189
CC1CCN(c2ncccc2C(=O)O)CC1	-12	98	110	8	141	12%	-3%	-8	141
Cc1ccc(N2CC(C(=O)OCC(=O)C(C)(C)C)CC2=O)cc1C (configuration not stated)	6	91	85	-18	146	8%	-3%	18	146

Source: PubChem
